Bioassay records: PubChem BioAssay, several laboratories
V-ATPase pH = yeast V-ATPase proton transport regulation by pHLuorin. S. cerevisiae, pHLuorin cytosolic pH fluorescence. response, % at 10 µM. hit rate 0.37% among 350,000. AID 504577; in the data active = response mostly above about 7.3%, no sharp cut-off; inactive = mostly below about 5.4%; note: actives read high; inactives centre near 0; some compounds called inactive have numbers as strong as hits; reference of the scale not given here
CAL-PDZ inh HTS = inhibitors of human CAL PDZ peptide binding; purified CAL PDZ, TMR-peptide fluorescence polarization, 1 h; hit rate 0.92% among 300,000; inhibition, % at 24.9 µM;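 active = mean inhibition of at least 30% with at least half of replicates also reaching 30%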;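 note: 0% = DMSO neutral control and 100% = excess unlabeled competitor peptide PRC23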
RTF Ca sens act = increases calcium sensitivity of human cardiac regulated thin filaments. IANBD-labeled TnC RTF fluorescence at EC20 calcium; 0% EC20 calcium, 100% full calcium. activation, % at 7.2 µM. hit rate 0.24% among 340,000. AID 493008;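 active = activation above the mean over all tested compounds plus 3 SD, cut at about 30% in these data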;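 note: rise in fluorescence read as greater calcium sensitivity of cardiac thin filaments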
HTR5A inv ag = counter-screen for OPRM1-OPRD1 inverse agonists: human HTR5A inverse agonism; P47898; HTR5A cell line, luminescence; inhibition, % at 9.3 µM; hit rate 0.083% among 340,000; in the data active = inhibition mostly above about 23%, no sharp cut-off; inactive = mostly below about 18%;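 note: 0% = cells with DMSO and 100% = no-cell wells with DMSO; some compounds called inactive have numbers as strong as hits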
Target sequence (P47898 whole entry, looked up): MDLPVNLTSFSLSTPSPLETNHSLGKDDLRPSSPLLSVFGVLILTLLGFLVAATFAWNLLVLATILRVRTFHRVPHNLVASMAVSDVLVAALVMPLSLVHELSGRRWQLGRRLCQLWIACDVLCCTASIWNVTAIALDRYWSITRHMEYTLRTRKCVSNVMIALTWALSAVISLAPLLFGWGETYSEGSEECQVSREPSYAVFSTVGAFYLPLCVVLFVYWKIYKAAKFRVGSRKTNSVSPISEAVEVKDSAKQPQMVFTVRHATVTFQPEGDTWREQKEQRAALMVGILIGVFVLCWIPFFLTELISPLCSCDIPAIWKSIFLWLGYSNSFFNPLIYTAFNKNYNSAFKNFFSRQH
Keap1-Nrf2 PPI = disrupts human Keap1 binding to Nrf2 peptide; inhibition, % at 9.4 µM; AID 504523; Keap1 Kelch-Nrf2 peptide fluorescence polarization, 1536-well; hit rate 0.15% among 340,000; Q14145; in the data active = inhibition above about 12%;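 note: human Keap1 Kelch domain with fluorescein labeled Nrf2 9mer peptide probe; 0% = neutral control wells and 100% = peptide positive control; higher means more block of Keap1 binding to Nrf2 peptide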
Target sequence (Q14145 whole entry, looked up, the tested form may be a part): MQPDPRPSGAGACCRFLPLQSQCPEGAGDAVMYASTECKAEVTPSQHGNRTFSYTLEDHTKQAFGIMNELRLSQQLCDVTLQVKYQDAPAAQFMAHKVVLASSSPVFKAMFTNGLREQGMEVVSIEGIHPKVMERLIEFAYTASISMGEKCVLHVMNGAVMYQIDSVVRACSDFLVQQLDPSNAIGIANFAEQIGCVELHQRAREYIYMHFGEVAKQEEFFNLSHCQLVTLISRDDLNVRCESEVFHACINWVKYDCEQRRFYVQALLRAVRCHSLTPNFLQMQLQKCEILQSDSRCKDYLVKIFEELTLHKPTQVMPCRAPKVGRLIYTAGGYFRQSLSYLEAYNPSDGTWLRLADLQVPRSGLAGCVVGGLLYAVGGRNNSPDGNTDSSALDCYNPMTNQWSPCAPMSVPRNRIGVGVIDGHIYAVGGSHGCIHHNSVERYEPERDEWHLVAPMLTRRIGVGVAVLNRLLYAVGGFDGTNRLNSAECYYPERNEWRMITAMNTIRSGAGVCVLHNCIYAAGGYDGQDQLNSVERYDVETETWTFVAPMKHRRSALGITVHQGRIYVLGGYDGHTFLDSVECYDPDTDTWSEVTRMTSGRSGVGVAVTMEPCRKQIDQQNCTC
Cardiac RTF inh = cardiac RTF calcium desensitization | P19429+P45379 | IANBD-labeled cardiac RTF, Ca2+ fluorescence | inhibition, % at 7.15 µM | hit rate 0.12% among 340,000 | AID 493244;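 active = inhibition above the mean inhibition of all tested compounds plus 3 SD, cut at about 17% in these data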;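 note: assay run at fixed EC70 calcium of 1.6 mM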
OPRM1-OPRD1 inv = inverse agonists of human mu-delta opioid receptor heterodimerization; cell-based MOR-DOR heterodimer luminescence, inverse agonism; inhibition, % at 9.3 µM; hit rate 0.21% among 340,000; AID 504357; in the data active = inhibition above about 22%, passing the limit was not always enough;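 note: 0% = cells with DMSO and 100% = wells without cells with DMSO; values of inactives mirror those of a sister screen read the other way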
HTR5A ag ctr = activates human HTR5A in OPRM1-OPRD1 agonist counter-screen. hit rate 0.61% among 340,000. HTR5A agonist assay, luminescence, cell-based. activation, % at 9.3 µM. P47898. AID 504692; in the data active = activation mostly above about 9.5%, no sharp cut-off; inactive = mostly below about 7.6%;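 note: 0% = cells with vehicle only and 100% = reference agonist; strong numbers were not always called active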
MOR-DOR ag = agonists of human mu-delta opioid receptor heterodimerization; AID 504326; activation, % at 9.3 µM; cells, OPRM1-OPRD1 heterodimerization, luminescence; hit rate 0.3% among 340,000; in the data active = activation above about 18%;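 note: 0% = vehicle-treated cells and 100% = reference agonist; values of inactives mirror those of a sister screen read the other way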
C-LANA FP = blocks KSHV LANA C-terminal domain binding to DNA. MBP-C-LANA/FAM-LBS DNA binding, fluorescence polarization. inhibition, % at 9 µM. hit rate 0.078% among 340,000. AID 504423;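 active = highest replicate inhibition at or above 60% at 9 µM, even if other replicates fall short; inactive = all replicates below 60% inhibition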;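 note: 0% = neutral control wells and 100% = 4 µM acridine orange control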
* hit, by the source's call; · = not tested or not shown. The order is random. About 2.8% of those tested had a hit in this group.

smiles	V-ATPase pH	CAL-PDZ inh HTS	RTF Ca sens act	HTR5A inv ag	Keap1-Nrf2 PPI	Cardiac RTF inh	OPRM1-OPRD1 inv	HTR5A ag ctr	MOR-DOR ag	C-LANA FP
CCc1ccc(Nc2ncc3c(n2)CC(C)(C)CC3=O)cc1	1	-4	-2	-20	-1	3	1	8	-0.2	-0.3
CCc1ccc(NC(=S)N(CCOC)C2CCN(C(C)=O)CC2)cc1	-1	-4	-2	-1	-5	-14	11	0	-2.4	4.0
COC(c1ccccc1)c1nnc(CCC(=O)N2CCCCCCC2)o1 (stereo unspecified)	4	·	11	-20	-7	-9	-6	1	1.3	-1.8
Cc1cc(=O)[nH]c(SCc2nc3ccc([N+](=O)[O-])cc3[nH]2)n1	-3	-6	0	-11	2	-13	26	-3	-5.7	1.3
CCOC(=O)c1sc(NC(=O)CN2CCN(c3ccc(OC)cc3)CC2)nc1C	-1	-2	3	-1	0	-4	1	0	-0.2	-1.5
CC1CCN(C(=O)CCc2ccc(S(=O)(=O)NC(C)(C)C)cc2)CC1	5	-3	-8	21	1	-4	-12	-9	2.1	0.4
NC(=O)c1ccc(NC(=O)CSc2nnc(-c3ccc4c(c3)OCO4)o2)cc1	1	-4	-2	-11	2	-1	3	4	-0.7	0.1
CCCCCCCC(=O)O	0	-1	12	-3	-1	-1	1	5	-0.2	1.5
CC(=O)N1CCc2c(sc(NC(=O)CCS(=O)(=O)c3ccccc3)c2C#N)C1	-2	·	-2	12	-5	-6	15	-3	-2.8	2.5
CCn1cc(/C=C(\NC(=O)c2ccc(OC)cc2)C(=O)N2CCOCC2)c2ccccc21	-3	-4	-5	-1	-6	-1	7	0	-1.4	1.1
O=S(=O)(/N=C(/Nc1cccnc1Cl)c1ccccc1)c1ccccc1	1	5	0	4	-2	-5	-4	-1	0.9	-0.7
C/C(=N\NC(=S)NCC(C)(C)C)c1cc(F)cc(F)c1O	-5	-4	-2	-11	4	-6	-20	4	4.1	-1.6
CN(C)c1nn(C(=O)Nc2ccc(Cl)cc2Cl)cc1-c1ccccc1	0	-1	-12	5	2	-2	6	-2	-1.3	0.9
CCN1CCN(c2oc(-c3ccccc3)nc2S(=O)(=O)c2ccc(C)cc2)CC1	-3	-3	-8	2	0	-6	5	-2	-0.8	-0.1
Cc1ccc(C(=O)n2ncn(C)c2=S)cc1	1	·	3	-5	-5	-10	6	1	-1.2	0.8
COc1ccc(-n2nc(C(=O)NCC(=O)NCCc3ccc(OC)c(OC)c3)c3ccccc3c2=O)cc1	-2	-5	-5	0	2	5	3	0	-0.3	0.1
CC1=C(C#N)C(c2cccnc2)C2=C(N1)c1ccccc1C2=O (stereo unspecified)	-1	·	0	6	2	1	7	-2	-1.3	-0.7
CCOc1ccc(NCc2cccn2-c2nnc(N3CCC(C(=O)NCCCN4C(C)CCCC4C)CC3)s2)cc1 (stereo unspecified)	-1	5	-1	13	-4	5	4	-3	-0.7	-2.6
O=C(N/C(=C/c1ccc(Br)cc1)C(=O)N1CCOCC1)c1ccc(Br)o1	-2	-1	-1	0	3	-6	11	-1	-2.2	0.8
O=C(NCC(=O)N(Cc1cccs1)C(C(=O)NC1CCCCC1)c1ccco1)c1ccco1 (stereo unspecified)	-1	·	3	-2	4	3	17	1	-3.0	0.7
CC(C)(C)OC(=O)NCCCCCNC(=O)c1ncn(Cc2ccccc2)c1C(=O)NCCCCCNC(=O)OC(C)(C)C	1	4	-5	-18	-1	-4	1	1	-0.1	1.1
CCCN1C(=O)c2ccc(C(=O)Nc3nccs3)cc2C1=O	-3	-2	-2	4	-2	0	2	-2	-0.4	0.8
Cc1cc(C(=O)C(=O)N(C)C)c(C)n1-c1ccc([N+](=O)[O-])cc1	-5	·	2	3	-1	-5	11	-1	-2.1	1.1
CN(Cc1cccc(Cl)c1Cl)C(=O)c1cc(S(=O)(=O)N2CCOCC2)ccc1F	2	-5	-3	3	-6	-3	8	-1	-1.6	0.3
CC1=NN(c2ccc(C)c(C)c2)C(=O)C1C(c1cccc(O)c1)C1C(=O)N(c2ccc(C)c(C)c2)N=C1C (stereo unspecified)	-6	-4	-5	-11	4	-1	-5	6	0.9	-0.8
O=C(/C=C/c1cccc(F)c1)NC1CCN(Cc2ccccc2)CC1	2	9	-7	-2	3	8	9	1	-1.5	1.3
CC1CN(c2ccc(NC(=S)Nc3ccc(N4CC(C)OC(C)C4)cc3)cc2)CC(C)O1 (stereo unspecified)	2	·	-8	11	-1	-7	11	2	-2.1	2.1
O=C(O)CCC(=O)N(Cc1cccs1)Cc1cccs1	1	2	-1	6	-6	-5	17	-2	-3.8	2.2
CCCCn1c(N)c(N(CCOC)C(=O)c2cc(S(=O)(=O)N3CCOCC3)ccc2F)c(=O)[nH]c1=O	13	·	9	1	-5	-3	2	0	-0.3	0.7
Cc1nnc(NC(=O)c2ccc(S(=O)(=O)N(C)Cc3ccccc3)cc2)o1	-6	-3	-3	8	-3	4	16	-4	-2.8	-0.6

An excerpt of these results, with each value named.
SMILES: CCc1ccc(NC(=S)N(CCOC)C2CCN(C(C)=O)CC2)cc1
  V-ATPase pH = -1; CAL-PDZ inh HTS = -4; RTF Ca sens act = -2; HTR5A inv ag = -1; Keap1-Nrf2 PPI = -5; Cardiac RTF inh = -14; OPRM1-OPRD1 inv = 11; HTR5A ag ctr = 0; MOR-DOR ag = -2.4; C-LANA FP = 4.0

SMILES: COC(c1ccccc1)c1nnc(CCC(=O)N2CCCCCCC2)o1 (stereo unspecified)
  V-ATPase pH = 4; CAL-PDZ inh HTS = ·; RTF Ca sens act = 11; HTR5A inv ag = -20; Keap1-Nrf2 PPI = -7; Cardiac RTF inh = -9; OPRM1-OPRD1 inv = -6; HTR5A ag ctr = 1; MOR-DOR ag = 1.3; C-LANA FP = -1.8

The list goes on:
Each structure is followed by: V-ATPase pH, CAL-PDZ inh HTS, RTF Ca sens act, HTR5A inv ag, Keap1-Nrf2 PPI, Cardiac RTF inh, OPRM1-OPRD1 inv, HTR5A ag ctr, MOR-DOR ag, C-LANA FP
Cc1nn(-c2ccc(F)cc2)c(Cl)c1/C=N/NC(=O)c1cccc(S(=O)(=O)N2CCCC2)c1
    1, 6, 5, -2, 1, -7, 5, 1, -0.9, -1.2
CCCCCCCCCCOC(=O)Cn1c(COc2ccc(Cl)cc2)[n+](C)c2ccccc21
    1, 1, -4, -23, -2, 3, -94, 6, 18*, -0.6
COc1ccc(Cl)cc1-n1c(=S)sc2c(=O)n(-c3ccc(F)cc3)c(SCC(=O)O)nc21
    -6, -7, 4, 2, -1, -8, 14, -1, -3.2, -1.8
CCN(Cc1nc2ccccc2c(=O)[nH]1)C(=O)c1cc2c(s1)CCCCC2
    -2, -3, -6, 2, -3, 2, 12, 5, -3.2, -0.1
O=C(O)c1ccc(N/N=C2/CCCc3ccccc32)cc1
    0, 1, 0, -5, 2, -7, 9, 5, -1.7, 1.2
Cc1cccc(OCc2nnc(SCC(=O)N3CC(=O)Nc4ccccc43)o2)c1
    4, ·, 2, -2, 1, -1, 3, -5, -0.7, -2.0
O=C(COC(=O)/C=C/c1ccccc1)NNC(=O)c1ccccc1F
    0, ·, 2, 18, -3, -7, -2, -7, 0.4, 0.9
COC(=O)c1cc(NC(=O)c2nccnc2C(=O)O)cc(C(=O)OC)c1
    6, ·, 0, 4, 4, -1, -1, -1, 0.2, 1.6
COc1ccc(CCNC(=O)COC(=O)/C=C/c2ccc3c(c2)OCO3)cc1OC
    2, -1, -2, -9, 1, -1, 7, 4, -1.9, 1.4
O=C(O)c1cc(N2C(=O)C3CC=CCC3C2=O)ccc1NCc1cccnc1 (stereo unspecified)
    -1, -6, 0, -6, -1, -20, 18, 5, -3.0, 0.2
O=C1c2ccccc2NC(c2cccs2)N1NS(=O)(=O)c1ccccc1 (stereo unspecified)
    0, -1, -6, -4, 3, -13, 21, 1, -3.7, 1.1
Cc1cc(C)n2nc(C(=O)Nc3ccc4c(c3)OCO4)nc2n1
    2, -5, -4, -9, -5, 2, 6, 2, -1.5, -0.8
O=C(CCS(=O)(=O)c1cccc2nonc12)N1CCOCC1
    4, -1, -1, 10, -3, 2, -11, -3, 1.8, -2.2
COc1cc(C(=O)Nc2cccc(-c3nnc(-c4ccco4)o3)c2)ccc1OC(C)=O
    0, -4, 1, 4, -1, -4, -13, -1, 2.5, -0.9
Nc1c(Cl)cc(-c2cn(CCC(=O)O)c(-c3ccncc3)n2)cc1Cl
    -2, -3, 3, -1, -5, 8, 12, -1, -2.1, 0.1
Cc1ccc2c(c1)[nH]c1c(=O)n(Cc3ccco3)cnc12
    -2, -3, 1, 8, -2, 0, 13, 6, -2.6, 1.4
CC1=C(C(=O)OCC2CCCO2)C(c2ccccc2Cl)NC(=O)N1 (stereo unspecified)
    -4, -4, 5, -7, -2, -8, 13, 2, -2.3, -0.4
Cc1ccc(/C=C/C(=O)N2CCc3ccccc32)o1
    -1, -4, -5, 1, 2, -12, 3, 6, -0.5, 5.2
Cn1c(=O)c2c(ncn2Cc2cc(-c3ccccc3)no2)n(C)c1=O
    -1, -2, -2, -14, -4, -1, 11, 0, -2.4, -0.3
Cc1ccc(C)c(S(=O)(=O)Nc2ccc(O)c(Sc3ncn[nH]3)c2)c1
    2, 3, 5, 11, 2, -1, -12, 12, 2.3, -0.3
CCOC(=O)C1CCN(C(=O)c2ccco2)CC1
    3, ·, -4, 16, 3, 0, 6, -5, -1.3, 0.7
CC(=O)N1c2ccc(S(=O)(=O)N3CCCC3C(=O)Nc3ccc(C)cc3)cc2CC1C (stereo unspecified)
    -1, -4, -4, 5, 4, -7, -7, -2, 1.5, -2.1
CCC(=O)NCc1ccc(-c2nc3ncccc3o2)cc1
    -3, -4, 3, 10, 2, 0, -16, -4, 3.1, 0.0
Cc1ccc(-c2nc(CS(=O)(=O)CC(=O)Nc3cc(F)ccc3F)c(C)o2)cc1
    -12, ·, -2, -13, -1, 2, -10, 4, 1.7, -0.9

Compounds from the list above that have a nitro group on carbon (2):
Each structure is followed by: V-ATPase pH, CAL-PDZ inh HTS, RTF Ca sens act, HTR5A inv ag, Keap1-Nrf2 PPI, Cardiac RTF inh, OPRM1-OPRD1 inv, HTR5A ag ctr, MOR-DOR ag, C-LANA FP
Cc1cc(=O)[nH]c(SCc2nc3ccc([N+](=O)[O-])cc3[nH]2)n1
    -3, -6, 0, -11, 2, -13, 26, -3, -5.7, 1.3
Cc1cc(C(=O)C(=O)N(C)C)c(C)n1-c1ccc([N+](=O)[O-])cc1
    -5, ·, 2, 3, -1, -5, 11, -1, -2.1, 1.1
